# NCOA2 inhibitor: inhibits human steroid receptor coactivator 2; Q15596; HEK293 GAL4-SRC2 luciferase reporter, luminescence; inhibition, % at 9 µM; 370,000 compounds, 0.17% hits; AID 651957;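 active = inhibition above the mean inhibition of all tested compounds plus 3 SD, set per campaign, cut at about 52% in these data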;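 also: 0% = DMSO treated cells and 100% = cells given Gossypol at 36 µM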
# TLR9-MyD88 inh: TLR9-MyD88 interaction inhibition; Q9NR96+Q99836; CHO BLA complementation TLR9-MyD88, CCF4 FRET ratio; inhibition, % at 4.98 µM; 340,000 compounds, 0.21% hits; AID 504734;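 active = inhibition above the mean over all tested compounds plus 3 SD, cut at about 21% in these data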;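 also: 0% = DMSO only wells and 100% = clavulanate BLA inhibitor control wells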
# N-glyco inh: N-linked glycosylation inhibition; reporter increase, % at 12.5 µM; 360,000 compounds, 0.23% hits; D54 ERlucT glycosylation luciferase reporter, 24 h; percent of 100 nM tunicamycin response; AID 588692;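 active = mean luciferase reporter signal, scaled so untreated is 0 and the glycosylation-blocking control 100, at or above a set limit in every replicate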;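 also: luciferase carries N-glycosylation sites so blocking glycosylation raises the light; 0% = median of neutral control wells and 100% = median of 100 nM tunicamycin wells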
# H9c2 protect: modulators protecting cardiomyocytes from myocardial damage; AID 588492; protection from H2O2 cell death, % at 20 µM; H9c2 cardiomyocytes, H2O2 injury protection, ATPLite, 2 h; 360,000 compounds, 0.63% hits;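 active = compounds giving at least 50% protection of heart cells from peroxide-induced death in the single-dose screen, raw or plate-pattern-corrected value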;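 also: 0% = DMSO wells with peroxide and 100% = DMSO wells without peroxide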
# MC4R antagonist: human MC4R antagonism in cAMP assay. MC4R-expressing cells, MTII-stimulated cAMP, LANCE TR-FRET. 360,000 compounds, 0.48% hits. inhibition, % at 6.5 µM. AID 540295. P32245;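 active = inhibition above its plate's cutoff, the mean of tested wells on that plate plus 3 SD, cut at about 29% in these data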;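 also: 0% = Melanotan II alone and 100% = Melanotan II plus saturating MCL0020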
# Target sequence (P32245 whole entry, looked up): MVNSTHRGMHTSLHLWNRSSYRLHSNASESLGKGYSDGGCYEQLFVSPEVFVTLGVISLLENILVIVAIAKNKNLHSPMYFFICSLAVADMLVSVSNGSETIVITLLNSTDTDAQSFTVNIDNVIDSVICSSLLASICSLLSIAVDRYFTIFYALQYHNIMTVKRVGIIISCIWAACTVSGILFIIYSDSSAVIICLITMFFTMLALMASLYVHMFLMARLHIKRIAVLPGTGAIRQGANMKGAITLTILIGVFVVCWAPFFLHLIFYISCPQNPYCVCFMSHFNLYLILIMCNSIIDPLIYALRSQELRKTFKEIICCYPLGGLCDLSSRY
#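 Material – human MC4R-expressing U2OS cells · Repeats – no replicates · Detection – TR-FRET with Eu-cAMP and labeled anti-cAMP, 671 nm · Times – compound 30 min, challenge 1 h, detection 1 h · Compound – single nominal compound dose of 6.5 µM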
# NOD2 RIPK2 PPI: inhibitors of human NOD2-RIPK2 interaction. O43353. CHO BLA complementation NOD2-RIPK2, CCF4 ratio. inhibition, % at 4.98 µM. 360,000 compounds, 0.38% hits. AID 624267; in the data active = inhibition above about 21%;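 also: 0% = vehicle only and 100% = reference blocker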
# HTR2A ag: agonists of mouse serotonin 5-HT2A receptor (HTR2A); 360,000 compounds, 0.66% hits; CHO-K1 mHTR2A beta-arrestin complementation, luminescence; percent of 30 µM serotonin response; activation, % at 7.6 µM;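 active = activation above a run cutoff, the mean activation of all tested compounds plus 3 SD, cut at about 14% in these data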;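 also: 0% = plate median of compound wells and 100% = 30 µM serotonin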
# Target sequence (P35363 whole entry, looked up): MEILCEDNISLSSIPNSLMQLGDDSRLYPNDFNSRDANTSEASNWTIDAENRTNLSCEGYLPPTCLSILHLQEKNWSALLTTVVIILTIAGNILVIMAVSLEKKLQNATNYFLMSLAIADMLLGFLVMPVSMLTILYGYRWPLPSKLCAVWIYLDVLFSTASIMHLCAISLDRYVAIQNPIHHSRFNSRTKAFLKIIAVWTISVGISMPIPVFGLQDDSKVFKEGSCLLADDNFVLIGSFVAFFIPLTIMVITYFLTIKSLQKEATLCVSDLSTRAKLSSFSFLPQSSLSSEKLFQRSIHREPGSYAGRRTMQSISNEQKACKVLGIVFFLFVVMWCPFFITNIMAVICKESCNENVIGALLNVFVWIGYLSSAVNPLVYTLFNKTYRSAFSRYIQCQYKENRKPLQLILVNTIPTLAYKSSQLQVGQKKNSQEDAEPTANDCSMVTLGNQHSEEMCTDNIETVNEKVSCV
# ABCB6 inh MLPCN: inhibitors of human ABC transporter ABCB6 | K562-ABCB6 porphyrin accumulation, flow cytometry, 1 h; stronger effect = lower value | 360,000 compounds, 0.19% hits | Q9NP58 | AID 602162 | fluorescence ratio to DMSO, % at 10 µM;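 active = fluorescence ratio to DMSO below 75%, the collection mean minus 3 SD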;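 also: signal is porphyrin accumulated inside mitochondria; 100% equals median channel fluorescence of DMSO control wells; lower ratio means ABCB6 inhibition with less porphyrin fluorescence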
# ABHD5-PLIN5 inh: ABHD5-PLIN5 protein interaction inhibition. inhibition, % at 4 µM. Q00G26+Q8WTS1. 360,000 compounds, 0.78% hits. Split G. princeps luciferase complementation, luminescence, 4 h;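 active = inhibition above the mean inhibition across every tested compound plus 3 SD, cut at about 22% in these data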;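 also: 0% = DMSO only wells and the 100% control is not disclosed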
# MC4R barr agon: agonists of human melanocortin 4 receptor (MC4R) beta-arrestin; P32245; U2OS MC4R beta-arrestin complementation, luminescence; percent of melanotan II response, DMSO zero; activation, % at 8.9 µM; 360,000 compounds, 0.98% hits; AID 540308;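 active = activation above a per-plate cutoff, the mean activation of sample wells on that plate plus 3 SD, cut at about 8% in these data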
# Starred values were filed as active, the others as inactive; · = not tested or not shown. These rows are one share of the data; the hit share may differ from the screen's.
SMILES,NCOA2 inhibitor,TLR9-MyD88 inh,N-glyco inh,H9c2 protect,MC4R antagonist,NOD2 RIPK2 PPI,HTR2A ag,ABCB6 inh MLPCN,ABHD5-PLIN5 inh,MC4R barr agon
O=C(Nn1cnnc1)c1ccccc1CCc1ccccc1,-20,9,1,0,2,-10,8,96,9,0.5
COC(=O)c1cccc(C23CC4(C2)[C@H](CN(CC2CCCCC2)[C@@H]4c2ccccc2)C3c2ccccc2)c1 (some centres not stated),-9,1,-5,-1,2,5,-1,99,-6,-1.9
Cc1cccc(OCC(=O)NS(=O)(=O)c2ccc(Br)cc2)c1,0,10,1,-9,3,-5,-4,100,11,1.1
COc1ccccc1/C=N/NC(=O)CC(=O)NCc1cccnc1,0,3,3,2,-1,-5,-1,98,2,-0.5
COc1cc(/C=C/C(=O)OCC(=O)N2CC(C)OC(C)C2)ccc1OCC#N (configuration not stated),-3,-3,2,-5,-4,-4,5,93,-3,-1.7
O=C1/C(=C/c2cccnc2)SC(=S)N1Nc1ccccc1,-8,·,2,-5,13,2,0,100,-3,0.2
COc1ccc(/C=N/NC(=O)c2c(C)nc3ccc(Cl)cn23)cc1OC,-4,0,9,3,-10,0,2,116,2,-2.2
CN(C)c1ccc(C(=O)OCc2cc(=O)n3ccsc3n2)cc1,-19,2,-3,30,-11,-13,6,96,1,-0.7
O=C1NC[C@H](Cc2ccccc2)N(CC2CCN(CCC3CCCC3)CC2)C1=O,7,-1,3,-12,-2,-6,3,101,7,-0.8
COc1cc2c(cc1OC)C(c1cc(OC)c(OC)cc1[N+](=O)[O-])N(C(C)=O)CC2 (configuration not stated),-4,15,1,8,3,-1,4,97,-14,-1.6
Cc1ccc(CCNC(=O)CCNS(=O)(=O)c2ccc3c(c2)c(=O)n(C)c(=O)n3C)cc1,-14,1,0,-2,1,-10,5,101,13,-1.6
Cc1ccc(S(=O)(=O)NN2C(=O)c3ccccc3NC2c2ccccc2)cc1 (configuration not stated),17,6,-1,2,6,-2,0,92,-1,-0.7

# Shown with values under each structure: 3 of the compounds above
# Order of results – NCOA2 inhibitor	TLR9-MyD88 inh	N-glyco inh	H9c2 protect	MC4R antagonist	NOD2 RIPK2 PPI	HTR2A ag	ABCB6 inh MLPCN	ABHD5-PLIN5 inh	MC4R barr agon
> CN(C)c1ccc(C(=O)OCc2cc(=O)n3ccsc3n2)cc1
→ -19	2	-3	30	-11	-13	6	96	1	-0.7
> Cc1ccc(CCNC(=O)CCNS(=O)(=O)c2ccc3c(c2)c(=O)n(C)c(=O)n3C)cc1
→ -14	1	0	-2	1	-10	5	101	13	-1.6
> COc1cc(/C=C/C(=O)OCC(=O)N2CC(C)OC(C)C2)ccc1OCC#N (configuration not stated)
→ -3	-3	2	-5	-4	-4	5	93	-3	-1.7

# Following part
SMILES,NCOA2 inhibitor,TLR9-MyD88 inh,N-glyco inh,H9c2 protect,MC4R antagonist,NOD2 RIPK2 PPI,HTR2A ag,ABCB6 inh MLPCN,ABHD5-PLIN5 inh,MC4R barr agon
CC(C)c1cc(C(=O)N2CCCC(N3CCN(c4ccccc4F)CC3)C2)nc(N)n1 (configuration not stated),9,-2,-2,-1,8,-7,1,95,13,-2.1
C=CCn1c(COc2ccc3c(c2)CCCC3)nnc1SCC(=O)Nc1cccc(SC)c1,-23,9,-4,-20,12,-4,-2,102,-13,0.0
C[C@H]1CCC[C@]2(O[C@@H](CCO)C[C@@H](O)[C@@H]2O)O1,1,5,0,4,-4,6,-3,98,-1,0.2
CCCS(=O)(=O)NC(=O)C1(C)CCN(C(=O)c2ccccc2C(F)(F)F)C1 (configuration not stated),·,·,1,-7,-2,-2,-3,98,3,-1.3
CCCc1nnc(NC(=O)Cn2c(=O)oc3cc(Br)ccc32)s1,-2,-25,1,4,0,1,5,103,-3,1.0
COc1ccc2c(CN3CCN(Cc4ccccc4)CC3)cc(=O)oc2c1,0,-8,4,5,-1,-3,-7,92,1,0.2
COc1cc(NS(=O)(=O)c2ccc(Nc3nc(-c4ccccc4)cs3)cc2)nc(OC)n1,3,-1,2,-8,8,-5,2,100,0,-1.8
COc1ccc(S(=O)(=O)NCCS(=O)(=O)N2CCN(c3ccccc3)CC2)cc1,-20,-4,-2,-6,11,-9,-11,99,0,0.5
CCNC(=O)NC1(C(=O)Nc2ccc3c(c2)OCCO3)CCCCC1,4,1,-9,-7,1,3,0,95,1,-2.1
O=C(NCCc1ccc(F)cc1)C(=O)NCC1CCCN1S(=O)(=O)c1cccs1 (configuration not stated),-16,-14,6,7,-17,3,-2,102,0,-1.3
Cc1ccc(-n2c(SCC(=O)Nc3nccs3)nc3c(c2=O)SCC3)cc1,-22,-4,-5,2,0,-9,1,103,-1,5.5
Cn1nc(C(=O)NC2CCCCC2)c2ccccc2c1=O,-2,-1,4,2,-5,0,-3,101,-4,-1.2
Cn1cc(/C=C/c2cc[n+](C)cc2)c2cc(Cl)ccc21,4,10,9,-10,-15,-2,-3,828,14,-1.7
CCN1CCN(c2c(C=O)c(Cl)nc3ccc(OC)cc23)CC1,22,3,-8,8,4,-5,-2,91,6,-1.6
CC(=O)C1C(c2cccc([N+](=O)[O-])c2)C2C(C)=NN=C2CC1(C)O (configuration not stated),4,9,1,0,1,-67,-2,85,-4,-2.1
CCOC(=O)CNC(=O)c1sc2ncnc(N3CCc4ccccc4C3)c2c1C,·,5,1,4,3,3,-2,102,-6,-1.6
COC(=O)c1ccccc1-c1cn(C)c2ccccc2c1=O,-8,-3,2,4,-1,1,9,99,5,-0.5
c1cc(CNC2=NCCCCC2)ccn1,-46,-7,3,-6,7,7,5,96,0,2.4
COc1ccc(NC(=O)N(C)C[C@H]2Oc3ccc(NC(=O)Cc4ccccc4)cc3CC(=O)N([C@H](C)CO)C[C@H]2C)cc1,-21,1,2,13,-1,-7,4,97,1,-2.3
Cc1ccc(C)c(NC(=O)CN(C)C(=O)c2ccc3[nH]c4c(c3c2)CC(C)CC4)c1 (configuration not stated),-30,2,0,-2,7,12,-6,94,12,-3.2
CCN(CC)CCN1C(=O)c2ccccc2NC1c1cccc(F)c1 (configuration not stated),-1,-15,3,9,4,-3,-2,93,-6,1.7
COc1ccc(C2=NOC(C(=O)Nc3ccc(C(C)=O)cc3)C2)cc1OC (configuration not stated),-22,-6,-1,4,-1,-2,-5,103,-5,-0.2
O=C(COc1ncnc2ccc(Br)cc12)NC1CCCC1,11,9,-1,3,-3,12,-3,93,8,-0.2
Cc1ccc(S(=O)(=O)Nc2ccc3c(c2)CC(=O)N([C@H](C)CO)C[C@H](C)[C@H](CN(C)Cc2ccc4c(c2)OCO4)O3)cc1,16,-4,2,-2,8,5,6,95,3,0.3
CCOC(=O)c1nn(-c2ccccc2C)c2nc(CC(C)C)c(C#N)c(=O)n12,-5,-7,2,7,11,8,5,100,-6,-0.1
O=c1n(S(=O)(=O)c2cccc3cccnc23)c2ccccc2n1S(=O)(=O)c1cccc2cccnc12,·,-5,0,-4,13,-7,-5,99,1,-1.8
O=C(C[C@H]1C/C=C\CC[C@H](Cc2ccc(F)cc2)C(=O)O[C@@H](c2ccccc2)CNC1=O)N[C@@H](CO)Cc1ccccc1,-1,-2,3,42,5,-1,0,95,-5,-1.0
O=C(NCc1cccnc1)Nc1ccccc1,-13,3,1,9,3,-2,-4,97,1,-2.0
CCCc1nc(SCC(=O)Nc2ccc(S(=O)(=O)N(C)C)cc2)c2ccccc2n1,9,10,3,-1,18,-10,-2,97,1,2.3
O=S1(=O)N[C@H](Cc2ccccc2)COc2cccc(N3CCC[C@H]3CO)c21,1,·,·,·,·,-8,0,101,3,·
CC1CCCC(C)N1C(=O)COC(=O)C1CCN(S(=O)(=O)c2c(Cl)cccc2Cl)CC1 (configuration not stated),-4,-1,0,-8,6,2,9,94,-11,-2.0
CN(C)N1C(=O)CC(N2CCCC2)C1=O (configuration not stated),5,-5,1,-2,27,-7,4,98,-1,1.9
O=C(NC1CCCCC1)C(c1ccccc1)N1CCCC1 (configuration not stated),-1,1,3,-1,8,-6,-5,93,8,-1.6
Cc1ccc(S(=O)(=O)NNC(=S)NC(=O)c2ccc([N+](=O)[O-])cc2)cc1,-6,-4,4,13,-5,-4,7,101,-4,2.8
CCCNC(=O)c1cc2c3ccccc3n(C)c2s1,-23,-13,3,5,4,-3,-7,99,-17,-1.3
CCC(C)NCCCOc1cc(Cl)ccc1Cl (configuration not stated),-8,4,0,7,3,-11,-3,92,-4,-0.3
COc1cccc(-c2nn3c(-c4ccccn4)nnc3s2)c1,-29,-7,-5,57*,0,10,3,75,0,-1.8
CC(C)Cc1nc(N2CCC(C(N)=O)CC2)c2nnn(Cc3ccccc3)c2n1,-3,3,0,-2,3,1,-3,103,-6,-0.3
COC(=O)/C=C/COc1ccccc1[N+](=O)[O-],-50,3,-3,-12,20,-7,-1,653,-4,0.5
Cc1ccccc1CCNC(=O)CCn1ccc2cc(S(=O)(=O)N3CCCC3)ccc21,6,-1,8,0,14,-18,0,98,6,-3.6
CCOC(=O)c1sc(NC(=O)C2CCC2)cc1C,-47,0,-2,-19,19,-8,6,101,-3,0.4
CCn1cc(C2=NC(CC(C)C)CO2)c2ccccc21 (configuration not stated),6,-7,-3,-6,1,0,-5,96,5,0.0
O=C(COc1ccccc1)NCc1ccccc1,-12,-5,0,4,14,-7,0,101,12,-0.5
COc1ccc(Cl)cc1S(=O)(=O)NC(C)C(=O)NCc1ccccn1 (configuration not stated),4,1,1,3,10,-7,-3,93,8,-1.9
O=C(C1CCCCN1S(=O)(=O)c1ccccc1[N+](=O)[O-])N1CCOCC1 (configuration not stated),15,2,1,9,0,0,0,97,5,-1.0
CC1CC(C)CN(CCCNC(=O)C2CCCN(c3nnc(N4CCCC4=O)s3)C2)C1 (configuration not stated),-5,-3,3,6,0,-7,2,101,2,-1.2
Cc1cc(N2CCN(Cc3ccc4c(c3)OCO4)CC2)n2ncnc2n1,19,6,3,-2,-4,11,2,97,7,-1.8
CNC(C)C(=O)NC(C(=O)NC(C(=O)Nc1cccc2ccccc12)C(C)C)C(C)C (configuration not stated),-3,·,10,-4,1,-8,1,101,-1,0.1
Cc1ccc(N/C=C/C(=O)c2sc(-c3ccccc3)nc2C)cc1,-35,12,1,-16,0,3,4,97,0,1.9
C=CCOC(=O)C1=C(C)NC(SCC(N)=O)=C(C#N)C1c1cccs1 (configuration not stated),7,-9,-2,2,3,8,2,103,-2,2.8
CN(C(=O)c1ccc(NC(=O)Cc2cccc(NC(=O)C3CCCN(C(=O)C4CCC4)C3)c2)cc1)C1CCCC1 (configuration not stated),-6,0,-2,-2,8,-9,-3,94,1,-1.4
O=C1/C(=C/c2cccc([N+](=O)[O-])c2)Oc2cc(O)ccc21,2,4,3,-13,-7,-4,-6,87,7,2.3
Cc1cccc(C(=O)NNC(=O)c2n[nH]c(=O)c3ccccc23)c1C,-27,-9,1,49,6,5,-4,91,-7,1.1
CCCCOC(=O)CSC1=C(C#N)C(c2ccc3c(c2)OCO3)CC(=O)N1 (configuration not stated),-29,2,-2,-6,13,3,-4,105,-1,1.5
